Bioassay records as filed in PubChem.
mut p53 react: mutant p53 pathway re-activators, primary screen, cell-based, SW480, luciferase, single point, HTS; SW480 PUMA-promoter luciferase, p53 mutant reactivation; activation, % at 9.98 µM; hit rate 1.5% among 28,000; AID 624151, 2012; in the data active = activation above about 52%; inconclusive = no clear call, values can overlap the other calls
STK33 inh: STK33 kinase inhibitors, primary screen, biochemical, luminescence, ADP-Glo, MBP substrate; Serine/threonine-protein kinase 33 (Homo sapiens), Q9BYT3; inhibition, % at 12.5 µM; hit rate 0.44% among 27,000; in the data active = inhibition above about 20%; inconclusive = no clear call, values can overlap the other calls
Target sequence (Q9BYT3 whole entry, looked up): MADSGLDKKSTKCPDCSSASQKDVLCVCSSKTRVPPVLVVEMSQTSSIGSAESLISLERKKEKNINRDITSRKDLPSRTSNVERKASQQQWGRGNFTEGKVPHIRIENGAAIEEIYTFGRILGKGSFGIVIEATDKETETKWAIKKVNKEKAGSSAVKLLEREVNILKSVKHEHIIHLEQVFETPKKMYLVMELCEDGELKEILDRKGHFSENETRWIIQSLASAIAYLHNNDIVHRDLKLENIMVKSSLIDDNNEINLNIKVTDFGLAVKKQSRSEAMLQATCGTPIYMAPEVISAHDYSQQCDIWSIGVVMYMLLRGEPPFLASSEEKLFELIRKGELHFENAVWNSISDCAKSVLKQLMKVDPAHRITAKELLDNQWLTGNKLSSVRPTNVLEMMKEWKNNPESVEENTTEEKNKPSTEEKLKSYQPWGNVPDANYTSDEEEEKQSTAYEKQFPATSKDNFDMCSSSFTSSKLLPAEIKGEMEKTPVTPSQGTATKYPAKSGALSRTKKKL
The depositor's hits bear a star; ? = inconclusive; · = no result given. An excerpt. The share of hits here may be higher or lower than overall.

molecule | mut p53 react | STK33 inh
C[C@H]1CN([C@@H](C)CO)C(=O)c2cccc(NC(=O)Nc3ccc(C(F)(F)F)cc3)c2O[C@H]1CN(C)C(=O)Nc1ccc(F)cc1 | -22 | ·
C[C@@H]1CN([C@@H](C)CO)C(=O)c2cc(NC(=O)CCCN(C)C)ccc2O[C@@H](C)CCCCO[C@H]1CN(C)C(=O)CCCN(C)C | 0 | ·
CNC(=O)C1=C[C@H](c2csc3ccccc23)C[C@H](OCc2ccc(CO)cc2)O1 | · | 1
COc1cc2c(cc1NC(=O)CCOc1ccccc1C)oc1ccccc12 | 19 | 0
C[C@@H]1CCCCO[C@@H](CN(C)Cc2ccc(Cl)c(Cl)c2)[C@@H](C)CN([C@H](C)CO)C(=O)c2cc(NC(=O)Nc3ccccc3)ccc2O1 | · | 0
C[C@H](CO)N1C[C@H](C)[C@@H](CN(C)Cc2ccccc2)OCCCC[C@H](C)Oc2ccc(N(C)C)cc2C1=O | -5 | ·
CSc1cccc(NC(=O)CNS(=O)(=O)c2ccc(F)cc2)c1 | -8 | -3
C/C=C(\CO)C(=O)O[C@H]1[C@H](O)[C@@H](C(=O)OC)O[C@@H]2C[C@H]3OC(n4cnc5c(N)ncnc54)[C@H](OC)[C@H]3O[C@]21O (stereo partly drawn) | -5 | -5
C[C@H](CO)N1C[C@H](C)[C@@H](CN(C)Cc2ccccc2C(F)(F)F)OCc2cn(nn2)CCCC1=O | · | 0
C[C@H]1CN([C@@H](C)CO)C(=O)c2cc(N(C)C)ccc2O[C@@H]1CN(C)S(=O)(=O)c1ccc(F)cc1 | · | 0
C[C@@H]1CCCCO[C@H](CN(C)S(C)(=O)=O)[C@H](C)CN([C@@H](C)CO)C(=O)c2cc(NC(=O)Nc3ccccc3)ccc2O1 | -2 | ·
Cc1ccc(S(=O)(=O)Nc2ccc3c(c2)CC(=O)N([C@H](C)CO)C[C@@H](C)[C@@H](CN(C)C(=O)Nc2ccc(F)cc2)O3)cc1 | · | -1
CC(=O)N(C)C[C@@H]1Oc2ncc(C#Cc3cccc(F)c3)cc2C(=O)N([C@H](C)CO)C[C@H]1C | 15 | ·
C[C@H](CO)N1C[C@H](C)[C@@H](CN(C)S(=O)(=O)c2ccc(F)cc2)Oc2ccc(NS(=O)(=O)c3ccc(Cl)cc3)cc2C1=O | · | 2
C[C@H](CO)N1C[C@H](C)[C@H](CN(C)Cc2ccc(F)cc2)Oc2ncc(-c3ccc(F)cc3)cc2C1=O | 3 | -2
C[C@@H]1CCCCO[C@@H](CN(C)S(=O)(=O)c2ccc(Cl)cc2)[C@@H](C)CN([C@H](C)CO)C(=O)c2cc(NS(C)(=O)=O)ccc2O1 | · | -1
C[C@@H]1CN([C@@H](C)CO)C(=O)CCCn2cc(nn2)CO[C@H]1CN(C)C(=O)c1cc(-c2ccccc2)on1 | 3 | -1
C[C@@H]1CCCCO[C@@H](CN(C)Cc2ccc3c(c2)OCO3)[C@@H](C)CN([C@H](C)CO)C(=O)c2cc(NS(C)(=O)=O)ccc2O1 | · | -4
O=C(CN1C(=O)CNC1=O)Nc1ccc(Cl)cc1 | -4 | -2
COc1ccc(CN(C)C[C@H]2Oc3ccc(NS(=O)(=O)c4c(C)noc4C)cc3CC(=O)N([C@H](C)CO)C[C@H]2C)cc1 | · | 0
Cc1ccc(O)c(NC(=O)CCCOc2ccc(Cl)cc2Cl)c1 | 1 | 4
C[C@H](CO)N1C[C@H](C)[C@@H](CN(C)S(=O)(=O)c2cccs2)OCCCC[C@H](C)Oc2ccc(N(C)C)cc2C1=O | -2 | ·
O=C(O)CC(Cc1ccccc1)C(=O)Nc1ccc(Cl)c(Cl)c1 (stereo not drawn) | -2 | -1
CCCCc1ccc(-n2c(-c3ccc(F)cc3)coc2=O)cc1 | 25 | ·
O=C(CSc1nc(O)c(-c2ccccc2)c(=O)[nH]1)N(c1ccccc1)c1ccccc1 | -7 | 0
C[C@@H]1CN([C@@H](C)CO)C(=O)Cc2cc(NS(=O)(=O)c3cn(C)cn3)ccc2O[C@H]1CN(C)S(=O)(=O)c1ccc(Cl)cc1 | -2 | ·
Cc1cc(C)cc(N(CC(=O)Nc2ccc(C(N)=O)cc2)S(C)(=O)=O)c1 | -2 | 1
C[C@@H]1CN([C@@H](C)CO)C(=O)c2cc(-c3ccc(C#N)cc3)cnc2O[C@@H]1CN(C)C(=O)Nc1ccc(C(F)(F)F)cc1 | -4 | ·
C/C=C/c1cnc2c(c1)C(=O)N([C@@H](C)CO)C[C@H](C)[C@H](CN(C)C(=O)Cc1ccccn1)O2 | 4 | ·
COc1ccc(S(=O)(=O)Nc2ccc3c(c2)CC(=O)N([C@@H](C)CO)C[C@@H](C)[C@@H](CN(C)C(=O)Nc2ccc(C(F)(F)F)cc2)O3)cc1 | · | -1
O=C(C1c2ccccc2C(=O)N2CCc3ccccc3C12)N1CCCC1 (stereo not drawn) | 0 | ·
Cc1noc(C)c1S(=O)(=O)Nc1ccc2c(c1)C(=O)N([C@H](C)CO)C[C@H](C)[C@@H](CN(C)C)O2 | 5 | ·
C[C@@H]1CN([C@H](C)CO)C(=O)Cc2cc(NC(=O)C3CCCCC3)ccc2O[C@H]1CN(C)Cc1ccc(C(F)(F)F)cc1 | · | 3
CC(C)NC(=O)Nc1ccc2c(c1)C(=O)N([C@H](C)CO)C[C@H](C)[C@@H](CN(C)C(=O)Nc1ccc(F)cc1)OCCCC[C@@H](C)O2 | · | -2
COCCOC(=O)N1C(=O)[C@@]2(c3cc(C#CCC(C(=O)OC)C(=O)OC)ccc31)[C@H](C(=O)Nc1nc3ccccc3s1)[C@H]1C(=O)O[C@H](c3ccccc3)[C@H](c3ccccc3)N1[C@@H]2c1ccccc1OCCO | · | 2
O=C(CNC(=O)c1ccccc1)Nc1cccc(-c2cnc3ccccc3n2)c1 | 11 | 19
CC(=O)Nc1ccc(C(=O)CSc2nnc(-c3ccccc3Cl)o2)cc1 | ? | 3
CNC[C@H]1Oc2ccc(NC(=O)Nc3ccccc3)cc2CC(=O)N([C@@H](C)CO)C[C@H]1C | -6 | 0
CCCNC(=O)N(C)C[C@H]1Oc2ncc(-c3ccccc3F)cc2C(=O)N([C@@H](C)CO)C[C@H]1C | 1 | ·
COc1ccc(NC(=O)CSc2nc3ccc([N+](=O)[O-])cc3s2)cc1Cl | 6 | 1
C[C@@H]1CCCCO[C@@H](CN(C)C(=O)Nc2ccc(F)cc2)[C@@H](C)CN([C@H](C)CO)C(=O)c2cc(NC(=O)c3ccccc3)ccc2O1 | · | -2
C[C@H](CO)N1C[C@H](C)[C@H](CN(C)S(=O)(=O)CC(F)(F)F)OCc2ccccc2-c2c(n(C)c3ccccc23)C1=O | 0 | ·
C[C@@H]1CN([C@@H](C)CO)C(=O)c2cc(NC(=O)Cn3cnnn3)ccc2O[C@H]1CN(C)C(=O)Nc1ccc(F)cc1 | 3 | ·
COc1ccc(NC(=O)N(C)C[C@@H]2Oc3ncc(-c4ccccc4)cc3C(=O)N([C@H](C)CO)C[C@@H]2C)cc1 | · | 4
O=C(CSCCO)Nc1ccc(F)cc1 | 3 | ?
C[C@@H]1CN([C@H](C)CO)C(=O)c2cccc(NS(C)(=O)=O)c2O[C@@H]1CN(C)Cc1ccc(Oc2ccccc2)cc1 | 6 | ·
C[C@@H]1CN([C@H](C)CO)C(=O)c2cc(NC(=O)c3ccncc3)ccc2O[C@@H]1CN(C)Cc1ccc2c(c1)OCO2 | 9 | ·
C[C@H](CO)N1C[C@H](C)[C@H](CN(C)C)Oc2c(NC(=O)Nc3ccc(C(F)(F)F)cc3)cccc2C1=O | 2 | ·
COc1ccc(CN(C)C[C@@H]2Oc3c(NS(=O)(=O)c4cn(C)cn4)cccc3C(=O)N([C@@H](C)CO)C[C@H]2C)cc1 | 0 | ·
C[C@H]1CN([C@@H](C)CO)C(=O)c2cc(NC(=O)c3ccncc3)ccc2O[C@@H]1CN(C)Cc1ccc(C(F)(F)F)cc1 | · | 1

Quoted at random: 7 entries already listed
molecule | mut p53 react | STK33 inh
C[C@H](CO)N1C[C@H](C)[C@H](CN(C)S(=O)(=O)CC(F)(F)F)OCc2ccccc2-c2c(n(C)c3ccccc23)C1=O | 0 | ·
C[C@H]1CN([C@@H](C)CO)C(=O)c2cc(NC(=O)c3ccncc3)ccc2O[C@@H]1CN(C)Cc1ccc(C(F)(F)F)cc1 | · | 1
O=C(CSCCO)Nc1ccc(F)cc1 | 3 | ?
COCCOC(=O)N1C(=O)[C@@]2(c3cc(C#CCC(C(=O)OC)C(=O)OC)ccc31)[C@H](C(=O)Nc1nc3ccccc3s1)[C@H]1C(=O)O[C@H](c3ccccc3)[C@H](c3ccccc3)N1[C@@H]2c1ccccc1OCCO | · | 2
C[C@@H]1CN([C@@H](C)CO)C(=O)c2cc(-c3ccc(C#N)cc3)cnc2O[C@@H]1CN(C)C(=O)Nc1ccc(C(F)(F)F)cc1 | -4 | ·
C[C@@H]1CN([C@H](C)CO)C(=O)c2cccc(NS(C)(=O)=O)c2O[C@@H]1CN(C)Cc1ccc(Oc2ccccc2)cc1 | 6 | ·
C[C@@H]1CN([C@H](C)CO)C(=O)Cc2cc(NC(=O)C3CCCCC3)ccc2O[C@H]1CN(C)Cc1ccc(C(F)(F)F)cc1 | · | 3

Going on with the list:
molecule | mut p53 react | STK33 inh
Cn1c(SCC(=O)N2CCCCC2)nnc1-c1cccc(NC(=O)c2ccccc2)c1 | 0 | 2
COc1cc(NC(=O)Cn2cnc3c2c(=O)n(C)c(=O)n3C)cc(OC)c1OC | -11 | -1
CCn1c(SCC(=O)Nc2c(F)cc(F)cc2Br)nnc1-c1ccccc1F | -11 | -2
COCCOC(=O)N1C(=O)[C@@]2(c3cc(C#CC4=CCCCC4)ccc31)[C@H](C(=O)N1CCc3cc(OC)c(OC)cc3C1)[C@H]1C(=O)O[C@H](c3ccccc3)[C@H](c3ccccc3)N1[C@@H]2c1ccc(O)cc1 | · | 3
CC(C)CN1C(=O)[C@@]2(Cc3ccccc31)c1ccccc1C(=O)N(C1CCCCC1)[C@H]2c1ccc(CO)cc1 | · | -1
C[C@H]1CN([C@@H](C)CO)C(=O)c2cc(NC(=O)Nc3ccccc3)ccc2O[C@H]1CN(C)Cc1ccc(C(F)(F)F)cc1 | · | -1
COc1ccc(S(=O)(=O)Nc2ccc3c(c2)C(=O)N([C@@H](C)CO)C[C@@H](C)[C@H](CN(C)Cc2ccc4c(c2)OCO4)O3)cc1 | 4 | -1
Cc1noc(C)c1NC(=O)Nc1ccc2c(c1)C(=O)N([C@H](C)CO)C[C@@H](C)[C@H](CN(C)S(=O)(=O)c1ccc(Cl)cc1)O2 | · | -4
Cc1ccc(S(=O)(=O)Nc2ccc3c(c2)C(=O)N([C@H](C)CO)C[C@@H](C)[C@H](CN(C)S(=O)(=O)c2ccc(F)cc2)O3)cc1 | · | 0
C[C@@H]1CCCCO[C@@H](CN(C)S(C)(=O)=O)[C@H](C)CN([C@H](C)CO)C(=O)c2cc(NS(=O)(=O)c3ccccc3)ccc2O1 | -4 | ·
COC(=O)c1ccccc1NC(=O)C(C)NS(=O)(=O)c1ccc(Br)cc1 (stereo not drawn) | -7 | 3
C[C@@H]1CCCCO[C@@H](CN(C)S(=O)(=O)c2cccs2)[C@H](C)CN([C@H](C)CO)C(=O)c2cc(NC(=O)Nc3cccc4ccccc34)ccc2O1 | -6 | ·
C[C@H]1CN([C@@H](C)CO)C(=O)Cc2cc(NC(=O)C3CC3)ccc2O[C@H]1CN(C)S(=O)(=O)c1ccccc1 | · | 1
CC(C)CC#Cc1cnc2c(c1)C(=O)N([C@@H](C)CO)C[C@H](C)[C@@H](CN(C)C(=O)C1CCCCC1)O2 | -25 | ·
CC(CCc1ccccc1)N=c1c([N+](=O)[O-])nn(-c2ccccc2)n1O (stereo not drawn) | -14 | -3
C[C@@H]1CCCCO[C@@H](CN(C)C)[C@H](C)CN([C@H](C)CO)C(=O)c2cc(N(C)C)ccc2O1 | 1 | ·
Cn1c(CSc2cc(C(F)(F)F)nc3ccccc23)n[nH]c1=S | 19 | ·
COC(=O)C(C)Sc1nc2c([nH]c3ccccc32)c(=O)n1C (stereo not drawn) | -3 | ·
CC(C)NC(=O)Nc1ccc2c(c1)C(=O)N([C@@H](C)CO)C[C@@H](C)[C@H](CN(C)S(=O)(=O)c1cccs1)O2 | · | 0
COC(=O)C(CC#Cc1ccc2c(c1)[C@]1(C(=O)N2)[C@H](c2ccc(O)cc2)N2[C@H](c3ccccc3)[C@H](c3ccccc3)OC(=O)[C@H]2[C@@H]1C(=O)N1CCN(c2ncccn2)CC1)C(=O)OC | · | 1
OC(c1cc(C(F)(F)F)nc2c(C(F)(F)F)cccc12)C1CCCCN1 (stereo not drawn) | -3 | -1
O=C(CCc1nc(-c2ccc(Cl)cc2)no1)NC1CCCCC1 | 13 | 0
COc1ccc(-c2csc3ncn(CC(=O)Nc4ccccc4)c(=O)c23)cc1 | -8 | 0
CC(Sc1nc(-c2ccccc2)c(C#N)c(=O)[nH]1)C(=O)Nc1cccc(Cl)c1 (stereo not drawn) | 0 | -2
Cc1cc(C)c(NC(=O)CN(c2cccc(Cl)c2C)S(C)(=O)=O)c(C)c1 | 1 | 2
COc1cccc(S(=O)(=O)N(C)C[C@@H]2Oc3ncc(/C=C/c4ccccc4)cc3C(=O)N([C@H](C)CO)C[C@@H]2C)c1 | · | 1
C[C@@H]1CCCCO[C@H](CN(C)C(=O)c2ccncc2)[C@@H](C)CN([C@@H](C)CO)C(=O)c2cc(NC(=O)CCC(F)(F)F)ccc2O1 | -1 | ·
Cc1ccc(-n2c(SCC(=O)Nc3ccc(F)c(F)c3)nnc2-c2cnccn2)cc1 | -6 | -3
CC1(C)C2CC[C@]3(C)C(C(=O)C=C4[C@@H]5C[C@@](C)(C(=O)O)CC[C@]5(C)CC[C@]43C)[C@@]2(C)CC[C@@H]1O (stereo partly drawn) | · | 1
CCN(CC(=O)O)S(=O)(=O)c1ccc(Br)cc1 | 2 | 1
